FBPA Giardia inh: qHTS Assay for Inhibitors of Fructose-1,6-bisphosphate Aldolase from Giardia Lamblia; 0.71% of 290,000 active; Potency, µM (titrated, usually from 59.6 µM), inactives show top-dose activity, negative = inhibition, hits mostly inhibitors; purified Giardia FBPA; note: potency is the fitted concentration of half-maximal effect; nearly all actives have a fitted effect of over 55% in size
Target sequence (A8B2U2 whole entry, looked up): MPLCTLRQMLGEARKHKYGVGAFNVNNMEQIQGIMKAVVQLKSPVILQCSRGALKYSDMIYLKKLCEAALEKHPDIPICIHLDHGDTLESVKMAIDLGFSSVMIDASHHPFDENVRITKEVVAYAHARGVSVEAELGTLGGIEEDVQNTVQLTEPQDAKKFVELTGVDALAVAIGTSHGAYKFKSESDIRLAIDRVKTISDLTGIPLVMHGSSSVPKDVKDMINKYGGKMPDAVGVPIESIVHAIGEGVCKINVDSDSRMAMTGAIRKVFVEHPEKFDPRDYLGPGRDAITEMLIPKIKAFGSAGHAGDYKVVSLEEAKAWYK
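Giardia FBPA (40 nM reagent) was preincubated 10 min at RT with compound (up to 57.5 uM final), then substrate plus GAPDH/TPI/NAD/arsenate coupling system with diaphorase/resazurin was added; resorufin fluorescence (525/598 nm) was read after 20 min.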
Sm TGR inh: qHTS Assay for the Inhibitors of Schistosoma Mansoni Peroxiredoxins; Schistosoma mansoni thioredoxin glutathione reductase (TGR), Q962Y6; purified TGR, DTNB reduction, TNB absorbance 405 nm; Potency, µM (top dose mostly 114 µM), without a hit: top-dose activity change, negative = inhibition, usual class: inhibitors; 3% of 360,000 active; note: potency is the fitted concentration of half-maximal effect; nearly all actives have a fitted effect of over 60% in size
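First, TGR (20 nM dispensed) and NADPH were mixed with compound. Second, a 15 min room-temperature incubation followed. Third, further NADPH and then DTNB were added to start the reaction. Finally, TNB absorbance was monitored kinetically.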
AmpC inh detg: qHTS Inhibitors of AmpC Beta-Lactamase (assay with detergent). AmpC hydrolysis of nitrocefin, absorbance 480 nm, 0.01% Triton. Potency, µM (highest dose often 114 µM), inactives show top-dose activity change, negative = inhibition, hits mostly inhibitors. 0.041% of 370,000 active. AID 485294, 2010;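 note: potency is the fitted concentration of half-maximal effect; 0% = no-compound wells and -100% = no-enzyme wells; nearly all actives have a fitted effect of over 25% in size; some results filed as inactive show a strong effect at the top dose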
Target sequence (P00811 whole entry, looked up): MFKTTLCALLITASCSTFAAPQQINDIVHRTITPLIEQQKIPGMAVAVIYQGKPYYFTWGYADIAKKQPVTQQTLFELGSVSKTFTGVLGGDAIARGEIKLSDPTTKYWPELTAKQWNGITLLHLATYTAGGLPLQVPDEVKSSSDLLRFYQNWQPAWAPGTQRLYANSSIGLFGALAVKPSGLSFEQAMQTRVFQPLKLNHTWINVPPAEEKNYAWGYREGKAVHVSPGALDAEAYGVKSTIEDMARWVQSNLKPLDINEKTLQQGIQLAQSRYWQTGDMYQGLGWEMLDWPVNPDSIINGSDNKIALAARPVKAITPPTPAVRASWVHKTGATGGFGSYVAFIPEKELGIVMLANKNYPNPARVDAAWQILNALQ
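20 mM phosphate pH 7.0 + 0.01% (detergent screen) or 0.0001% Triton X-100; 5.3 nM AmpC reagent; cpd preinc 15 min RT; nitrocefin (800 uM stock) to start; A480 q20 s × 4 min; Activity was normalised to no-enzyme and no-compound control wells.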
HCMV antiviral: qHTS Assay for inhibitors of the human cytomegalovirus (HCMV) | HFF cells, HCMV-luciferase reporter, 72 h; stronger effect = lower value | activity change, negative = inhibition, % at 57.5 µM | 4.5% of 410,000 active; in the data active = activity change below about -60%; inconclusive = no clear call, values can overlap the other calls; inactive = above about -39%
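Compounds were evaluated in HFFs infected with an HCMV luciferase reporter virus (MOI 1 PFU/cell). Luciferase in lysates collected 72 h post infection served as the replication measure.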
AmpC inh no detg: qHTS Inhibitors of AmpC Beta-Lactamase (assay without detergent); P00811; AmpC nitrocefin hydrolysis, absorbance 480 nm, 0.0001% Triton; Potency, µM (titrated, usually from 57.1 µM), for inactives: at the top dose activity change, negative = inhibition, most hits filed as inhibitors; 0.52% of 330,000 active; AID 485341, 2010;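 note: potency is the fitted concentration of half-maximal effect; plate controls were no compound for no effect and no enzyme for full effect; nearly all actives have a fitted effect of over 20% in size; some results filed as inactive show a strong effect at the top dose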
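20 mM phosphate pH 7.0 + 0.01% (detergent screen) or 0.0001% Triton X-100; 5.3 nM AmpC reagent; cpd preinc 15 min RT; nitrocefin (800 uM stock) to start; A480 q20 s × 4 min; Activity was normalised to no-enzyme and no-compound control wells.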
HCV inhibitor: qHTS Assay for Inhibitors of Hepatitis C Virus (HCV). Huh7.5.1 HCVcc-Cre infection, luciferase reporter, 44 h. Potency, µM (doses to about 41.8 µM), inactives show at the highest dose activity change, negative = inhibition, hits mostly inhibitors. 3.4% of 340,000 active; note: potency is the fitted concentration of half-maximal effect
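Antiviral activity was scored by luciferase reporter output from cells infected with HCVcc-Cre (~0.5 moi) in presence of compound, 44 h infection period, cells seeded 1,000/well 4 h prior.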
Starred values were filed as active, the others as inactive; ? = inconclusive; · = no result given; & = joins results of further samples; [ ] = another dose, or the depositor's remark. Unless noted, calls come from the whole dose curve; as a rule, active = well fitted curve in the direction sought with a large enough effect; inconclusive = small, poorly fitted or top-dose-only effect, or another doubt; inactive = no such curve, though single readings can be large; an effect the other way counts as inactive or inconclusive. Unless noted, % is set by controls: 0 for no effect and ±100 for the full control effect. No enrichment for hits. Share with any hit: about 9.9%.

SMILES | FBPA Giardia inh | Sm TGR inh | AmpC inh detg | HCMV antiviral | AmpC inh no detg | HCV inhibitor
CN(C)S(=O)(=O)c1ccc(C(=O)Nc2ccc(-n3nncc3-c3ccccc3)cc2)cc1 | · | 1% | 2% | 6 | · | ·
CCOc1ccc(-c2nnc(-c3ccncc3)o2)cc1 | -4% | 2% | -1% | 73 | -16% | -10%
CCOC(=O)c1c(N)ssc1=S | ? | -3%&-7% | -7%&-14% | 16 | -7%&-20% | -16%
Cn1c(-c2ccc(F)c(F)c2)cc2onc(-c3ccccc3)c2c1=O | · | 14% | -1% | 2 | -21% | ?
Cc1cc(=O)oc2cc(NC(=O)C(C)Oc3ccccc3)ccc12 (stereo unspecified) | · | -7% | -17% | -20 | -20% | -40%
Cc1ccc(NS(=O)(=O)c2ccc(C(=O)NCC(c3ccco3)N3CCCCC3)cc2)cc1 (stereo unspecified) | · | -14% | -12% | -15 | -1% | ?
COc1cccc2cc(-c3csc(NC(=O)CCC(=O)NCCCN4CCC(C)CC4)n3)c(=O)oc12 | 1% | -15% | -6% | 93 | -24% | -4%
C=CCn1c(SCc2c(C)noc2C)nnc1C1COc2ccccc2O1 (stereo unspecified) | -3% | -9% | ? | 41 | -2% | 4%
COC1CCN(Cc2cn(Cc3ccccc3)nc2-c2cc3ccccc3o2)CC1 | 2% | 3% | -10% | -25 | 131%[activator] | 4%
CCC(C)Sc1ccc([C@@H]2[C@@H]3C(=O)N(C)C(=O)[C@@H]3[C@]3(C(=O)OC)CCCCN23)cc1OC (stereo partly specified) | · | ? | ? | 70 | 174%[activator] | -5%
O=C(O)C1Cc2ccccc2CN1C(=O)c1ccco1 (stereo unspecified) | -3% | ? | -15% | 17 | -16% | 1%
CC(=O)c1cc(-c2ccc(F)cc2)n(CC(=O)NCc2ccc(C)cc2)c1C | · | 14% | 6% | ? | · | ·
CCOc1ccc(Cn2c(=O)sc3ccccc32)cc1 | 11% | 2%&6% | 24% | -31&10 | -23% | -12%
Cc1ccc2nsnc2c1S(=O)(=O)N1CCCC1 | -1% | 1% | ? | -14 | -5% | 8%
COc1ccc(C2CC(c3ccc(Cl)cc3Cl)n3nc(N)nc3N2)cc1 (stereo unspecified) | -1% | 1% | -9% | 19 | 76%[activator] | 7%
CC(=O)N1CCc2cc(Br)cc(S(=O)(=O)NCCCN3CCC(C)CC3)c21 | 3% | -25% | -8% | -25 | -13% | 4%
CCOC(=O)N1CCN(C(=O)/C(=C/c2ccc(F)cc2)NC(=O)c2ccccc2)CC1 | 13% | -12% | -2% | 33 | 58% | 10%
COc1ccc(C)cc1NC(=O)C(c1ccccc1)N1CCN(CC(=O)N2CCCC2)CC1 (stereo unspecified) | · | -9% | -15% | -29 | 169%[activator] | ?
COc1ccccc1N(CC(=O)NCC1CCCO1)C(=O)Cn1nnc(-c2cccs2)n1 (stereo unspecified) | 2% | 0% | 1% | 22 | -2% | -9%
O=C1C2CC=C(Cl)CC2C(=O)N1CCC[n+]1ccccc1 (stereo unspecified) | 2% | 7% | -3% | 35 | -17% | -1%

Two compounds from above, reduced to HCMV antiviral, AmpC inh detg and FBPA Giardia inh:
Molecule	HCMV antiviral	AmpC inh detg	FBPA Giardia inh
CCOc1ccc(Cn2c(=O)sc3ccccc32)cc1	-31&10	24%	11%
COC1CCN(Cc2cn(Cc3ccccc3)nc2-c2cc3ccccc3o2)CC1	-25	-10%	2%

Next entries
SMILES | FBPA Giardia inh | Sm TGR inh | AmpC inh detg | HCMV antiviral | AmpC inh no detg | HCV inhibitor
CCc1noc(C)c1C(=O)NNC(=O)c1ccccc1F | · | 2% | -1% | -9 | -14% | 9%
COC(=O)c1c(C)oc(C)c1S(=O)(=O)N1CCCC1 | 3% | 50µM* | 8% | -2 | -3% | 19%
COc1ccc(C(=O)N(c2ccc(OC)cc2)S(=O)(=O)c2ccc3c(c2)n(C)c(=O)n3C)cc1 | · | 0% | 22% | -9 | · | ·
Cc1cc(NC(=O)CSc2ccc3nnc(-c4cccs4)n3n2)no1 | ? | 1% | -13% | -11 | -16% | -12%
O=C1CCCN1CN(C(=O)c1ccc2c(c1)OCO2)c1ccc(F)cc1 | 4% | 2% | -9% | -28 | 10% | 12%
O=C1c2ccccc2C(=O)N1CCc1nn[nH]n1 | ? | -2% | -12% | 34 | 0% | 5%
CN(C)CCCNc1c2c(nc3cc(-c4cccc(F)c4)nn13)CCC2 | 5% | 6% | -7% | 169 | -12% | 4%
CC(C)NC(=O)CC1C(=O)N(Cc2ccccc2)C(C)c2nc3ccccc3n21 (stereo unspecified) | 5% | 2% | ? | -21 | -2% | 13%
COc1ccc(NC(=O)c2c(C)oc3ccc(O)c(CN4CCCCCC4)c23)cc1Cl | · | -9% | -5% | -94* | · | ·
COc1ccc(/C=N/n2c(C)cc(C)cc2=O)cc1 | 6% | 0% | -12% | -25 | 2% | 2%
C=CCc1ccc(OCCOc2ccc(/C=N/n3cnnc3)cc2OCC)c(OC)c1 | 0% | -21% | 2% | -3 | 80%[activator] | -3%
Cc1ccc(NC(=O)C2CCN(S(=O)(=O)c3cccc4nonc34)CC2)c(Cl)c1 | · | 2% | 4% | -3 | · | ·
CC(C)C[C@H](NC(=O)[C@@H]1Cc2ccccc2CN1C(=O)OC(C)(C)C)C(=O)NCC1CCC(C(=O)O)CC1 (stereo partly specified) | -1% | 2% | -8% | 36 | 33% | 13%
COc1cc(-c2nnc(SCC(=O)NC3CCS(=O)(=O)C3)o2)cc(OC)c1OC (stereo unspecified) | 8% | 3% | -12% | -11 | -14%[11.4 µM] | 11%
CC1=CC(C)(C)C(C(=O)O)C(C(=O)O)C1 (stereo unspecified) | 2% | 0%[11.4 µM] | -16% | 20 | -10% | -3%
Cc1nc([N+](=O)[O-])cn1CC(O)c1ccc(-c2ccccc2)cc1 (stereo unspecified) | 5% | 12% | 2% | -19 | -3% | ?
CCC(C)N(C(=O)c1csnn1)C(C(=O)NC1CCCC1)c1ccc(F)cc1 (stereo unspecified) | 2% | 9% | -12% | ? | 15% | -4%
CCCCC(=O)Nc1cccc(-c2nc3ncccc3o2)c1C | 2% | -2%&2% | -9%&7% | -39&20 | 5% | -10%
Cc1cc(C)c(C(=O)CSC2=NC(N)=C(C#N)C3(CCCCC3)C2C(N)=O)cc1C (stereo unspecified) | -7% | -21% | -5% | -67* | -23% | ·
Cc1ccc(Cl)c(NC(=O)COC(=O)c2ccccc2C(=O)c2ccc(Cl)c([N+](=O)[O-])c2)c1Cl | -4% | -10% | 1% | -102* | 20µM* | ?

Profiles from above. Screens in order: FBPA Giardia inh	Sm TGR inh	AmpC inh detg	HCMV antiviral	AmpC inh no detg	HCV inhibitor
CC1=CC(C)(C)C(C(=O)O)C(C(=O)O)C1 (stereo unspecified) as listed: 2%	0%[11.4 µM]	-16%	20	-10%	-3%
COc1ccc(/C=N/n2c(C)cc(C)cc2=O)cc1 as listed: 6%	0%	-12%	-25	2%	2%
CCCCC(=O)Nc1cccc(-c2nc3ncccc3o2)c1C as listed: 2%	-2%&2%	-9%&7%	-39&20	5%	-10%
CCc1noc(C)c1C(=O)NNC(=O)c1ccccc1F as listed: ·	2%	-1%	-9	-14%	9%
Cc1cc(C)c(C(=O)CSC2=NC(N)=C(C#N)C3(CCCCC3)C2C(N)=O)cc1C (stereo unspecified) as listed: -7%	-21%	-5%	-67*	-23%	·

(list continues)
SMILES | FBPA Giardia inh | Sm TGR inh | AmpC inh detg | HCMV antiviral | AmpC inh no detg | HCV inhibitor
CCCc1cc(C(=O)Nc2sc3c(c2C#N)CCC3)no1 | -5% | -15% | -5% | 12 | -21% | -16%
O=C(C1=C[C@@H](c2ccc(C(F)(F)F)cc2)C[C@@H](OCc2ccc(CO)cc2)O1)N1CCN(Cc2ccc3c(c2)OCO3)CC1 | -14% | -29% | 9% | 5 | 95%[activator] | ?
Cc1cnc2c(C(=O)O)cnn2c1 | -26% | -1% | -2% | 2 | -35% | 10%
Cc1cc(C)c(S(=O)(=O)NCCOc2ccccc2)c(C)c1-n1cnnn1 | 1% | -4% | -1% | 47 | 0% | -22%
Cc1noc(C)c1C(=O)OCC(=O)c1cc(C)n(Cc2ccccc2Cl)c1C | -9% | 0% | -4% | -38 | -15% | 11µM*
O=C1CCNc2cc3ccccc3cc21 | 34% | -3% | 11% | · | 7% | -5%
CCN(CC)CCCN(Cc1cc2cc3c(cc2[nH]c1=O)OCO3)C(=S)Nc1ccc(OC)cc1 | 1% | -5% | -2% | -39 | 8% | -20%
Cc1ccc(NC(=S)NN2CCN(C)CC2)c(C)c1 | -1% | -8% | -5% | 5 | -16% | 8%
CCOc1ccccc1C(=O)N[C@H](C(=O)OCc1cc(=O)oc2cc(C)ccc12)C(C)C | 0% | -5% | ? | -23 | 9% | 10µM*
Cc1cc(C)cc(NS(=O)(=O)c2ccc(F)cc2)c1 | -10% | 9% | -1% | 43 | -32% | ?
COc1ccccc1CNC(=O)COC(=O)/C=C/c1ccc2c(c1)OCO2 | · | · | · | 5 | -12% | -6%
c1ccc2c(N3CCCCC3)nc(N3CCOCC3)nc2c1 | 12% | 2% | -4% | -14 | -4% | ?
CCOc1ccc(NC(=O)CSc2nnc(C(C)C)n2CC)cc1 | -8% | -12% | 1% | -7 | -10% | 8%
CC(C)(C)NC(=O)CCN(/N=C/c1ccccc1O)C1=NS(=O)(=O)c2ccccc21 | 7% | -15% | 0% | -9 | -45% | -13%
COc1ccc(NC2CCCN(C(=O)c3cc(C)nc4cc(F)ccc34)C2)cc1 (stereo unspecified) | -9% | -16% | -3% | -3 | 18% | 2%
CCN(CC)S(=O)(=O)c1cc(C(=O)OCC(=O)Nc2cccc(Br)c2)ccc1F | -6% | -2% | ? | -23 | -30% | 20%

Screening results deposited in PubChem by National Center for Advancing Translational Sciences (NCATS).
